Source: PubChem BioAssay (several laboratories)
Mot1-301 SUMO = yeast Mot1-301 growth rescue at high temperature, primary screen, SUMOylation pathway inhibitor project, S. cerevisiae, ATP luminescence, 38.5C; hit rate 1% among 320,000; growth rescue, % at 18.8 µM; S. cerevisiae Mot1-301 growth rescue; percent above DMSO median, 100 means doubled; AID 2716, 2010;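 active means every valid replicate shows activation above 250% relative to neutral control wells; inactive means the rest, any valid replicate at or below 250%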;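 further: OY570 slx delta 5 strain wells were the positive control but not used for scaling; some compounds called inactive have numbers as strong as hits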
C-LANA FP = inhibitors of KSHV C-LANA binding to DNA, primary screen, biochemical, fluorescence polarization, FAM-LBS DNA, MBP-C-LANA, single point; Kaposi's sarcoma herpesvirus LANA C-terminal domain (residues 932-1162) DNA binding; inhibition, % at 9 µM; hit rate 0.078% among 340,000;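 active means highest replicate inhibition at or above 60% at 9 µM, even if other replicates fall short; inactive means all replicates below 60% inhibition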;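 further: 0% = neutral control wells and 100% = 4 µM acridine orange control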
dFosB act = activators of delta FosB homodimer, primary screen, biochemical, fluorescence polarization, TAMRA-CDK5 oligo, single point; Protein FosB (Mus musculus), P13346; purified delta FosB; percent of positive-control signal above neutral wells; activation, % at 25 µM; hit rate 0.99% among 340,000;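 active means mean activation above about 17%, with every replicate also reaching it, limit read from the data, passing the limit was not always enough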;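 further: fluorescence polarization rise as delta FosB binds a TAMRA Cdk5 AP-1 oligo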
PfHsp90 set2 = growth inhibition of PfHsp90-expressing yeast, primary screen, antimalarial PfHsp90 inhibitor project, S. cerevisiae, BacTiter-Glo luminescence, single point, set 2; BacTiter-Glo ATP, 48 h; yeast lacking PDR1 and PDR3 efflux regulators; inhibition, % at 9.4 µM; hit rate 0.32% among 310,000;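 active means every replicate shows inhibition above about 80%, whatever the replicate mean, limit read from the data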;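 further: 0% = DMSO neutral controls and 100% = 20 µM radicicol positive controls; yeast relying on Plasmodium falciparum Hsp90 in place of its own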
RTF Ca sens inh = cardiac RTF calcium sensitivity inhibitors, primary screen, biochemical, IANBD-TnC fluorescence, EC70 calcium; Troponin I, cardiac muscle (Homo sapiens) + Troponin T, cardiac muscle (Homo sapiens) + …; IANBD-labeled cardiac RTF, Ca2+ fluorescence; inhibition, % at 7.15 µM; hit rate 0.12% among 340,000;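 active means inhibition above the mean inhibition of all tested compounds plus 3 SD, cut at about 17% in these data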;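 further: assay run at fixed EC70 calcium of 1.6 mM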
RTF Ca sens act = cardiac RTF calcium sensitivity activators, primary screen, biochemical, IANBD-TnC fluorescence, EC20 calcium; Troponin I, cardiac muscle (Homo sapiens) + Troponin T, cardiac muscle (Homo sapiens) + …; IANBD-labeled TnC RTF fluorescence at EC20 calcium; 0% EC20 calcium, 100% full calcium; activation, % at 7.2 µM; hit rate 0.24% among 340,000;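 active means activation above the mean over all tested compounds plus 3 SD, cut at about 30% in these data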;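 further: rise in fluorescence read as greater calcium sensitivity of cardiac thin filaments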
Keap1 Nrf2 FP = Keap1-Nrf2 protein-protein interaction inhibitors, primary screen, biochemical, fluorescence polarization, single point. Keap1 Kelch-Nrf2 peptide fluorescence polarization, 1536-well. Kelch-like ECH-associated protein 1 (Homo sapiens), Q14145. AID 504523, 2011. hit rate 0.15% among 340,000. inhibition, % at 9.4 µM; in the data active means inhibition above about 12%;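 further: human Keap1 Kelch domain with fluorescein labeled Nrf2 9mer peptide probe; 0% = neutral control wells and 100% = peptide positive control; higher means more block of Keap1 binding to Nrf2 peptide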
PvdQ inh = P. aeruginosa PvdQ acylase inhibitors, primary screen, biochemical, fluorescence, plate reader and imaging, single point; PvdQ acylase [Pseudomonas aeruginosa LESB58]; purified PvdQ acylase; inhibition, % at 10 µM; hit rate 0.063% among 340,000; AID 488965, 2010; in the data active means inhibition above about 30%, passing the limit was not always enough;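 further: 0% = vehicle neutral wells and 100% = reference inhibitor wells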
NSD2 inh = NSD2 histone methyltransferase inhibitors, primary screen, biochemical, AlphaScreen, single concentration, set 2; Histone-lysine N-methyltransferase NSD2 (Homo sapiens), O96028; NSD2 peptide methylation, 120 min; inhibition, % at 12.5 µM; hit rate 0.54% among 310,000; in the data active means inhibition above about 50%
Target sequence (O96028 whole entry, looked up): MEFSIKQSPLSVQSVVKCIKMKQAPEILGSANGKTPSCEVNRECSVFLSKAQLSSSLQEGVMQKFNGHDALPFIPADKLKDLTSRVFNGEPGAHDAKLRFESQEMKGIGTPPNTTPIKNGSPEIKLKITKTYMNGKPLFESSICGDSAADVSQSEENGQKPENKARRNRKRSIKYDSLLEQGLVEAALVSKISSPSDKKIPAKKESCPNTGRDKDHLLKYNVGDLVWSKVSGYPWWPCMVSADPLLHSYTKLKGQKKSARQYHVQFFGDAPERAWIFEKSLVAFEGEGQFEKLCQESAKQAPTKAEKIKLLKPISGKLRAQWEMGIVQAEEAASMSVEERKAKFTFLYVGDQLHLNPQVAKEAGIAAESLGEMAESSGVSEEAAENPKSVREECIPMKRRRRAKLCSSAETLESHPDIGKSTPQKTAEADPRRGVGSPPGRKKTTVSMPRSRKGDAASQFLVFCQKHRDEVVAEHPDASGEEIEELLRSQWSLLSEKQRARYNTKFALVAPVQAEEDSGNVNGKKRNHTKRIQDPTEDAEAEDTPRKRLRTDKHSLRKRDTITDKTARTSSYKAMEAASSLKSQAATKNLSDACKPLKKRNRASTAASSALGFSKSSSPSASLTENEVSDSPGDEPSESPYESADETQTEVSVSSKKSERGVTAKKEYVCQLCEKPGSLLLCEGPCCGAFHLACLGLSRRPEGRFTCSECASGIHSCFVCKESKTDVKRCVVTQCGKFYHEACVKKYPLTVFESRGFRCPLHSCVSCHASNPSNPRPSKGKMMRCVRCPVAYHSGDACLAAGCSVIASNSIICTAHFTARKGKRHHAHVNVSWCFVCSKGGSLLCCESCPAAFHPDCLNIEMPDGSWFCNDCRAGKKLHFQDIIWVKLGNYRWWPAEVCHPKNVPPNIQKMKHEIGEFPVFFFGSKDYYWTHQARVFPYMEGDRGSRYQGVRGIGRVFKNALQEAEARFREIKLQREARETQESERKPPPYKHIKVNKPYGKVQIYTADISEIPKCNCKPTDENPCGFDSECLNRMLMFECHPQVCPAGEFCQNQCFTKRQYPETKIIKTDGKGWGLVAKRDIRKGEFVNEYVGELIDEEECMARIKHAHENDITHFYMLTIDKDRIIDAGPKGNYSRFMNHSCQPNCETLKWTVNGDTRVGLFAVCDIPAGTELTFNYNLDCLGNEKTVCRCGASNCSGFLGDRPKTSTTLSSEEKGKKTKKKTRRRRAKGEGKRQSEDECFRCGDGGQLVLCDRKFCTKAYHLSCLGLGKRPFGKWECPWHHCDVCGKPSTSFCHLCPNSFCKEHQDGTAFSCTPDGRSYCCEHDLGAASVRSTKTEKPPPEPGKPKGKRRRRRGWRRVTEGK
CDK5 inh = inhibitors of human CDK5/p35 kinase, primary screen, biochemical, single concentration. inhibition, % at 10 µM. Recombinant CDK5/p35, ADP-Glo luminescence, 60 min. hit rate 0.01% among 330,000. AID 488839, 2010. Cyclin-dependent kinase 5 (Homo sapiens) + Cyclin-dependent kinase 5 activator 1 (Homo …;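 active means highest replicate inhibition of at least 50% and at least 75% of replicates reaching 50%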;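 further: plate controls were DMSO neutral control for no effect and GW8510 at 10 µM for full effect; many of its hits are not listed in these tables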
Rtt109 HAT inh = inhibitors of C. albicans Rtt109/Vps75 HAT, primary screen, biochemical, ThioGlo CoA-SH fluorescence, plate reader; hit rate 0.16% among 330,000; Histone acetyltransferase RTT109 (Candida albicans (strain SC5314 / ATCC MYA-2876)), …; purified Rtt109/Vps75, 4 h; inhibition, % at 34.9 µM;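 active means inhibition of at least 50% in every replicate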
An asterisk follows results filed as active; · = no result given.

SMILES	Mot1-301 SUMO	C-LANA FP	dFosB act	PfHsp90 set2	RTF Ca sens inh	RTF Ca sens act	Keap1 Nrf2 FP	PvdQ inh	NSD2 inh	CDK5 inh	Rtt109 HAT inh
CCOC(=O)C1=c2/c(=C/c3ccncc3)c(N)c(C(=O)OC)n2C(=O)C(c2ccncc2)S1 (centres undefined)	114	-2.2	-3	-5	1	0	0	6	·	1.0	-3
O=C(Nc1ccc(Cl)cn1)c1ccc(COc2ccccc2Br)o1	7	-0.1	1	-2	-7	5	-9	-15	0	-0.5	-1
COC(C[C@@H]1O[C@@H]1C(=O)[C@@H](C)OCc1ccccc1)OC	-3	3.0	4	-23	-17	-7	-4	-2	·	-0.7	5
CCn1nnc(NC(=O)C(C)(c2ccccc2)c2ccccc2)n1	-6	0.6	3	-25	-5	-2	3	-11	1	-0.4	11
CCCCCCCNc1nc(Cl)nc(NCCO)n1	-11	-0.2	-1	-31	-1	-6	-5	-11	0	-1.0	-8
Cc1cnc(C(=O)OCC(=O)C23CC4CC(CC(C4)C2)C3)cn1	7	-1.3	0	-4	6	-2	0	15	-3	0.0	-5
Cc1ccccc1NC(=O)CNC(=O)c1ccc(C(F)(F)F)cc1	17	-1.1	4	-1	17	-3	-1	2	4	0.0	5
O=C1N(c2ccc3c(c2)OCCO3)C(c2ccccc2)C1(F)F (centres undefined)	-19	2.6	-6	·	13	0	-4	3	9	-0.8	1
C=CCn1c(=O)/c(=C/c2ccc(Cl)cc2)s/c1=C(/C#N)c1nnc2n1CCCCC2	2	1.7	-9	-12	-3	4	-5	-10	·	0.3	·
CC1=C(C(=O)Nc2ccc(C)cc2C)C(c2cccs2)NC(=S)N1 (centres undefined)	0	-1.4	-1	·	-1	-5	4	-3	4	1.1	3
O=C(CSc1nnc(-c2cc(-c3cccs3)nc3ccccc23)o1)NC1CCCCC1	22	-0.1	-13	26	9	5	-3	-16	-2	0.9	-3
CCN1/C(=C/c2ccc3cc(C)ccc3[n+]2CC)Sc2ccc3sccc3c21	158	-2.4	-4	101*	-88	36*	1	-15	·	2.1	20
CCc1ccc(-c2csc3ncn(CC(=O)N4CCOCC4)c(=O)c23)cc1	0	-1.7	-5	0	2	4	5	1	-9	0.2	7
Cc1ccc[n+](CC(=O)c2ccc(Br)cc2)c1	-8	1.5	-1	-3	-5	-7	1	-1	0	-0.7	-2
C[C@]12c3[nH]c4ccccc4c3CCN1C(=O)C(CC(=O)NCCN1CCOCC1)C[C@@H]2C(=O)N1CCOCC1 (some centres undefined)	2	-1.1	0	4	1	-9	2	16	·	0.9	9
Cc1ccc(C(=O)N(CC(=O)NC2CCCC2)c2ccc3c(c2)OCCO3)s1	·	-0.9	-9	3	-1	2	2	-10	4	-2.4	-6
Cc1cc(NS(=O)(=O)c2ccc(NC(=O)C(C)N3C(=O)c4ccccc4C3=O)cc2)nc(C)n1 (centres undefined)	4	-0.8	0	-4	1	-1	0	3	2	-1.7	-6
CC1CC(C)CN(CC(=O)Nc2ccc(S(N)(=O)=O)cc2)C1 (centres undefined)	742	6.2	-3	1	-1	1	3	-3	3	0.4	3
Cc1c(C(=O)O)sc2nc(-c3cccs3)cc(C(F)(F)F)c12	3	-0.8	-18	-12	-13	-6	1	3	4	0.2	-7
Cc1ccc(S(=O)(=O)N2CCOCC2)cc1NC(=O)COC(=O)Cn1c(C)csc1=O	-1	-4.4	-3	0	-6	-1	-5	-10	-7	-1.0	-3
CCOC(=O)c1cnc(SCC(=O)OCC(=O)N(CC)C2CCS(=O)(=O)C2)nc1N (centres undefined)	-4	-1.0	-3	·	-5	-4	-2	-6	3	1.6	-1
CCc1sc(NC(=O)CCC(=O)O)nc1-c1cc2ccccc2oc1=O	-10	0.4	0	-8	-7	2	1	2	0	-2.9	1
COc1ccc(-c2nc(-c3ccc(NC(=O)c4ccc(Br)o4)cc3)no2)cc1OC	6	-0.3	12	-9	-2	1	-5	7	-2	0.6	7
O=C(O)CCC(=O)Nc1ccc2c(c1)oc1ccccc12	-3	0.1	-3	8	-3	-7	-2	-4	-9	-0.6	11
Cc1ccc(C)c(N2CCN(C(=O)c3cccn4c(=O)c5sccc5nc34)CC2)c1	8	-0.6	-4	30	2	1	0	-5	-3	-2.3	13
COc1ccc([N+](=O)[O-])cc1NC(=O)C(C)OC(=O)C1CC(=O)N(Cc2ccco2)C1 (centres undefined)	-2	1.5	-4	16	-7	-7	2	-5	1	-3.6	2
CCn1cc(/C=C/C(=O)Nc2c(C)nn(Cc3ccccc3C)c2C)cn1	-4	-0.1	-6	17	-21	17	-3	-11	1	0.4	8
CC1(Cc2cn(CCC#N)c3ccccc23)OCCO1	-7	1.8	1	-12	-1	-1	1	-2	-2	-1.0	0
COc1ccc(C2=NO[C@@H]3C(=O)N(Cc4ccccc4)C(=O)[C@H]23)cc1OC	8	-0.3	-5	-5	-1	3	-2	2	1	-0.9	12
O=C(Nc1cnn(Cc2ccc(F)cc2)c1)c1noc2c1CCCC2	11	-2.5	-12	-8	9	-4	-5	-13	1	0.2	1
CCN(CC)S(=O)(=O)c1cccc(NC(=O)COC(=O)C2COc3ccccc3O2)c1 (centres undefined)	0	-1.4	-9	-7	3	7	4	-5	0	-1.2	2
CCCC1=C(C(=O)OCC)C(c2ccc(O)cc2)n2ncnc2N1 (centres undefined)	-2	0.0	-1	35	-6	4	0	-17	-4	0.0	-4
CC(=O)c1ccc(NC(=O)CCNS(=O)(=O)c2ccccc2F)cc1	92	-0.2	9	-31	6	-2	-5	-14	-9	1.1	-1
COCCCNC(=O)CCn1c(=O)c2ccccc2n(CC(=O)Nc2ccc(C)cc2C)c1=O	186	3.3	-1	6	-3	-2	-4	-17	1	-0.5	0
O=C(CSCc1c(Cl)cccc1Cl)Nc1cccnc1	2	2.6	-6	-13	-3	2	-3	-10	-3	-4.0	-6
CCOC(=O)C1CCCCN1Cc1ccc(F)c(Br)c1 (centres undefined)	-1	-0.1	-4	13	-6	1	4	-15	3	1.2	-2

2 compounds from above with just NSD2 inh.
compound | NSD2 inh
CCN(CC)S(=O)(=O)c1cccc(NC(=O)COC(=O)C2COc3ccccc3O2)c1 (centres undefined) | 0
CCCC1=C(C(=O)OCC)C(c2ccc(O)cc2)n2ncnc2N1 (centres undefined) | -4

Later entries.
SMILES	Mot1-301 SUMO	C-LANA FP	dFosB act	PfHsp90 set2	RTF Ca sens inh	RTF Ca sens act	Keap1 Nrf2 FP	PvdQ inh	NSD2 inh	CDK5 inh	Rtt109 HAT inh
Cc1nc(-c2cccnc2)sc1C(N)=O	-20	-0.1	0	-19	-9	-1	1	2	-4	0.4	-11
C[C@@H]1CN(c2nc3nonc3nc2N2CCSCC2)C[C@H](C)O1	25	0.0	5	25	·	·	-3	-7	25	-0.3	3
COc1ccc(N=c2oc3c(OC)cccc3cc2C(=O)NCc2ccco2)cc1OC	3	-0.8	-9	-25	-6	-4	1	-8	·	-0.6	3
c1ccc(-n2nnnc2SCc2cn3ccccc3n2)cc1	-12	0.4	8	-5	6	3	-8	-14	3	-8.4	2
Cc1ccc(C2CC(c3cccs3)=NN2C(=O)CCl)cc1 (centres undefined)	3	8.4	-8	-49	-9	8	-12	-7	4	-1.1	-10
CCCN(CCC)S(=O)(=O)c1ccc(C(=O)NCc2n[nH]c(=S)n2-c2ccc(Cl)c(Cl)c2)cc1	-14	0.4	3	-1	8	-1	-2	-10	-16	-8.5	23
C=C(C)CCC(C)N1CCC(n2nccc2NC(=O)CCCc2ccccc2)CC1 (centres undefined)	-8	0.1	-8	22	-9	-1	-2	-17	2	-2.0	1
CCOc1ccc(-c2nnc3ccc(SCC(=O)Nc4nc5ccc(C)cc5s4)nn23)cc1	11	-0.6	42*	7	-2	-6	1	-5	9	-0.2	-13
CC1CCCCC1NC(=O)c1cccc(NC2=NC3CS(=O)(=O)CC3S2)c1 (centres undefined)	-1	2.2	0	6	-6	9	-7	-2	·	1.1	1
COc1ccc(C(=O)NCC2OCCc3ccccc32)c(O)c1 (centres undefined)	1	1.9	-4	15	3	3	-2	-18	-2	1.7	-5
CCn1cc(SCC(=O)NC2CCCC2)c2ccccc21	-13	-0.2	-7	17	1	0	-4	10	1	-0.6	-10
COc1cc(C)c(S(=O)(=O)N2CCOCC2)cc1C	-2	0.3	-1	21	-4	7	-1	-7	-4	0.8	-1
O=C(O)CCC(=O)NC1CCCCCCC1	8	0.9	-5	·	-2	-1	0	3	-1	1.5	1
Cc1nc(S(=O)(=O)c2ccc(Cl)cc2)c(N(C)C)o1	3	0.0	-5	-1	-8	-7	-3	-16	0	-2.4	3
Cc1cc(C)n2c(SCCO)nnc2n1	-7	2.1	1	5	-6	-4	-4	-11	0	0.4	1
CCN(CC)C(=O)c1nc[nH]c1C(=O)N(C)Cc1ccccc1	-15	3.2	7	·	4	5	0	-12	·	0.2	-7
CCN(C(=O)COC(=O)CCS(=O)(=O)c1ccc(C)cc1)C1CCS(=O)(=O)C1 (centres undefined)	-2	-1.7	-2	-17	1	-2	-3	-6	2	-1.1	-5
COc1cccc(CN2CCNC(=O)C2CC(=O)N(C)CCc2ccccn2)c1 (centres undefined)	-16	0.4	-7	5	1	-5	0	0	-1	0.7	·
CCOc1ccccc1-c1nnc(SCC(=O)Nc2ccccc2)o1	4	-3.3	-4	-31	-4	3	-5	10	-2	-1.5	1
Cc1cc2c(cc(C(=O)NCCCN3CCOCC3)n2Cc2ccc(Cl)cc2)o1	-9	-0.3	-6	-5	-6	3	0	13	3	2.2	15
CCC(c1nnnn1CCOC)N1CCN(c2cccc(C(F)(F)F)c2)CC1 (centres undefined)	-1	0.7	-8	13	2	-2	-2	3	·	-0.7	12
CC(OC(=O)CCCOc1ccccc1)C(=O)NC(N)=O (centres undefined)	32	-1.3	0	6	1	1	-5	-2	-6	-0.3	6
COc1cccc(CNC(=O)Cn2ncn3cccc3c2=O)c1OC	6	0.4	-2	7	2	4	-5	-13	·	0.1	-13
